Compound activity from PubChem BioAssay.
LMPTP block – blocks human LMPTP phosphatase | recombinant LMPTP-A, OMFP fluorogenic substrate, fluorescence intensity | inhibition, % at 20 µM | hit rate 0.22% among 360,000;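 active = compounds that cut the enzyme signal by at least half of the control window in the single-dose screen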;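 note: plate controls were DMSO wells with enzyme plus substrate for no effect and substrate without enzyme for full effect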
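Test system: LMPTP-A, protein tyrosine phosphatase of low molecular weight; Input: 0.625 nM enzyme; Incubation: 50 min dark incubation at room temperature; Signal: endpoint fluorescence intensity from OMFP dephosphorylation; Read-out basis: % inhibition versus control wells.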
MsrA inhibitor – inhibits bovine methionine sulfoxide reductase A; purified bovine MsrA, absorbance read-out; inhibition, % at 15.5 µM; hit rate 0.75% among 360,000; AID 651718; in the data active = inhibition above about 4.5%;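 note: 0% = vehicle wells with enzyme and 100% = reference inhibitor wells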
Rpn11 block – inhibitors of human proteasome Rpn11; O00487; hit rate 0.59% among 360,000; AID 588493; calls only at 20 µM; human 26S proteasome, Ub4-pepOG fluorescence polarization; 20S core pre-blocked with epoxomicin;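 active = inhibition at 20 µM, scaled to each plate's controls, above about 33%, limit read from the data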
STEP block – inhibitors of human striatal-enriched phosphatase STEP. P54829. recombinant STEP, OMFP fluorogenic substrate, fluorescence. inhibition, % at 20 µM. hit rate 0.25% among 360,000. AID 588621;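 active = inhibition at 20 µM, scaled per plate between control wells, above about 37%, limit read from the data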;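 note: 0% = DMSO with enzyme and substrate and 100% = substrate only without enzyme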
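System: isolated STEP enzyme; schedule: 20 min enzyme reaction at room temperature, protected from light; medium: Bis-Tris buffer pH 6.0, 2.5 mM DTT, 0.005% Tween 20; signal: fluorescence, 480/540 nm; dosing: single compound dose of 20 µM, 1% DMSO final; also added: OMFP substrate, 25 µM final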
Scp-1 inhibitor – inhibitors of human Scp-1 phosphatase | Recombinant Scp1, phosphopeptide, malachite green phosphate absorbance | hit rate 0.88% among 340,000 | Q9GZU7 | inhibition, % at 20 µM;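 active = inhibition above about 50% at 20 µM, limit read from the data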;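 note: plate controls were DMSO wells with enzyme for no effect and wells lacking enzyme for full effect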
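Test system – truncated SCP-1 phosphatase (76-261aa) · Reagent – Phosphorylated 17-residue peptide substrate · Incubation – 45 min room-temperature reaction, 5 min colour, 30 min stabiliser · Detection – colorimetric phosphate reagent with accelerator and stabiliser, absorbance at 630 nm · Measure – % inhibition at 20 µM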
NadD block – blocks S. aureus nicotinate mononucleotide adenylyltransferase; purified NadD enzyme, colorimetric absorbance read-out; inhibition, % at 20 µM; hit rate 0.78% among 360,000; in the data active = inhibition above about 26%; note: some compounds past the cut are filed as inactive
DNMT1 inh – inhibitors of human DNMT1 | hit rate 0.83% among 360,000 | inhibition (reported as % activation of signal), % at 10 µM | AID 588458 | P26358 | DNMT1 molecular beacon, Hinp1I cleavage, fluorescence; in the data active = inhibition above about 50%
Target sequence (P26358 504-1616 limits assumed): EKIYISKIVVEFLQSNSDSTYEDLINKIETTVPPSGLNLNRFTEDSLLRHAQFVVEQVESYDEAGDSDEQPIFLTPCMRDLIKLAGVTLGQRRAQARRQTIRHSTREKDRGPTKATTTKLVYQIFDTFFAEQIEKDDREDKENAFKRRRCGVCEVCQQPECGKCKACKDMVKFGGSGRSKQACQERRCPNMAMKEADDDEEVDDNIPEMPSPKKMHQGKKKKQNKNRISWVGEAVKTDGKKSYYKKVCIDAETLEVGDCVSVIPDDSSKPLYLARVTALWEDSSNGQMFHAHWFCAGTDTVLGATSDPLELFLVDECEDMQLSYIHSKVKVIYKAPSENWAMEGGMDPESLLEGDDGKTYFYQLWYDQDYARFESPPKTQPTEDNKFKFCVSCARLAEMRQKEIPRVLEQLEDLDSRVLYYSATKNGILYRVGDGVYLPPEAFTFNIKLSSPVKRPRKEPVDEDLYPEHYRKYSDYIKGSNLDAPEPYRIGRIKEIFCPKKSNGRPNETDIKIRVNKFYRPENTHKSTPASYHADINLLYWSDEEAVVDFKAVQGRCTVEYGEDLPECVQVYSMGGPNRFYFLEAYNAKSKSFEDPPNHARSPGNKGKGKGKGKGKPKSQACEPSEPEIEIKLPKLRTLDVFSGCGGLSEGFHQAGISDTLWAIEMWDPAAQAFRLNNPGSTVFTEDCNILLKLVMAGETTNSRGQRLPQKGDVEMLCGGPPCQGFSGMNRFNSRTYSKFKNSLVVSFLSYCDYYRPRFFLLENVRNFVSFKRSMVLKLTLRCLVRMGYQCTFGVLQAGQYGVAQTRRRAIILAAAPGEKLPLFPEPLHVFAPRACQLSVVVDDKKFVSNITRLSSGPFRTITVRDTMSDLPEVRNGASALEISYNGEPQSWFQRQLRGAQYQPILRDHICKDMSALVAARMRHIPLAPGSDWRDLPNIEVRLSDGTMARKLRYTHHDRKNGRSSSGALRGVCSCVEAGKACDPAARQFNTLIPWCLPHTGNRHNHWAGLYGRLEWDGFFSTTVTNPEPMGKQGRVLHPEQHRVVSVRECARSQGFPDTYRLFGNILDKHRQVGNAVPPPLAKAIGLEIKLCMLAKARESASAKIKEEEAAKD
SUMO1-SIM PPI – alters human SUMO1 binding to SIM partners. P63165. SUMO1 binding to a labelled peptide, TR-FRET, 1 h. inhibition, % at 20 µM. hit rate 0.33% among 360,000; in the data active = inhibition above about 37%
TbMetRS inhib – blocks T. brucei methionyl-tRNA synthetase activity; hit rate 0.4% among 360,000; purified T. brucei MetRS, ATP depletion, Kinase-Glo luminescence; inhibition, % at 11.9 µM;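 active = inhibition above a per-plate cutoff of the control wells' mean inhibition plus 3 SD, cut at about 5.5% in these data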;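 note: 0% = DMSO wells median and 100% = median of wells with control inhibitor compound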
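Material: parasite MetRS enzyme / Replication: singlicate, one well per compound / Signal: luminescence of leftover ATP / Schedule: 2 h aminoacylation at 25 °C after 15 min preincubation / Medium: HEPES-MgCl2-KCl buffer plus DTT, spermine, BSA, pyrophosphatase / Doses: 11.9 µM single point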
CSN deneddyl inh – CSN deneddylation inhibition; Q92905; Purified CSN, SCF-Nedd8-OG deneddylation, fluorescence polarization; inhibition, % at 12.5 µM; hit rate 0.38% among 360,000; AID 651999;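 active = pattern-corrected inhibition above about 35%, with an unprinted fluorescence ratio check between 0.5 and 1.5, limit read from the data, passing the limit was not always enough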;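 note: 0% = enzyme with substrate and 100% = substrate without enzyme; some results filed as inactive read as strong as hits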
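Schedule: reaction 90 min, room temperature / Assay system: HEK293T-derived human Csn5 enzyme / Input: Csn5 at 0.24 nM final / Measure: inhibition of Csn5 cleavage, % / Control set: substrate-only high control, full reaction low control / Technique: fluorescence polarization of the substrate / Buffer or medium: Tris/NaCl/DTT buffer, pH 7.5 / Reagent: SCFSkp2-Nedd8OG substrate at 10 nM final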
Starred values were filed as active, the others as inactive; i = inactive; . = no result given.

Each structure is followed by: LMPTP block	MsrA inhibitor	Rpn11 block	STEP block	Scp-1 inhibitor	NadD block	DNMT1 inh	SUMO1-SIM PPI	TbMetRS inhib	CSN deneddyl inh
Cc1cc(/C=C2\SC(=Nc3ccc(N4CCOCC4)cc3)N(C)C2=O)c(C)n1-c1cccnc1
  2.3	-0.9	i	-2.6	-4.4	2.2	-12.8	-10.6	-0.1	-2.4
Cc1ccc(OCCn2cncn2)c([N+](=O)[O-])c1
  -1.4	0.7	i	2.8	-4.7	-5.0	-1.1	-1.1	-0.3	-1.6
C[C@H](NC(=O)c1cc2cc(Cl)ccc2n1C)C(=O)N1CCC(C(=O)O)CC1
  -0.8	0.2	i	-0.5	4.5	-6.3	0.4	1.5	-1.5	-3.5
COc1ccccc1CNS(=O)(=O)c1ccc2c(c1)NC(=O)CO2
  -0.3	0.3	i	-1.7	1.2	4.8	-4.6	-0.4	-1.0	0.8
COc1ccc(CN2CCNC(=O)C2CC(=O)N2CCCO2)c(OC)c1 (configuration not stated)
  -1.1	0.8	i	-0.7	-4.6	-2.4	7.0	-0.2	-0.2	2.7
COc1ccc(CNC(=O)C(c2ccc(O)cc2)N(Cc2ccco2)C(=O)c2snc(C(N)=O)c2N)cc1 (configuration not stated)
  0.9	0.6	i	-2.1	-6.4	0.6	-2.0	-17.1	0.1	2.2
COc1ccc2cc(CO)n(C)c2c1
  0.1	0.5	i	-2.9	-5.0	5.1	-7.7	-7.2	0.7	-1.9
C=CCNc1nc(N)c([N+](=O)[O-])c(Nc2cccc(Cl)c2)n1
  -0.9	-0.4	i	0.1	-1.8	-2.0	3.7	0.5	-1.0	1.2
CCCCNC(=O)C(NC(=O)c1cccs1)C(=O)c1ccccc1 (configuration not stated)
  -1.2	0.2	.	.	.	.	.	1.3	0.1	-5.6
Cc1cc(C)nc(SCC(=O)N/N=C/c2ccc3c(c2)OCO3)n1
  -0.7	2.9	i	-1.0	-12.6	-2.6	0.7	-9.8	-0.1	1.3
O=C(Cn1c(C(=O)N2CCN(C3CCCC3)CC2)cc2sccc21)c1ccccc1
  1.7	0.2	i	-1.7	-4.1	-0.4	-7.0	8.0	-0.5	-1.2
COc1ccc(NC(=O)N2C[C@H]3CON(C)[C@H]3C[C@H]2c2ccc(N3CCCCC3)cc2)cc1
  -1.7	-1.6	i	-4.2	.	-4.4	1.4	2.2	-0.8	3.5
CC(C)Cc1[nH]c(=O)c(C#N)c2c1CCCC2
  0.5	1.8	i	-2.3	-3.7	-2.3	1.1	-3.2	-0.4	-2.6
Cc1nn(C)c(Cl)c1CN1CCCC(C(=O)Nc2ccc(-c3cscn3)cc2)C1 (configuration not stated)
  -0.8	1.8	i	-0.7	3.4	-4.8	-2.9	6.9	-0.4	2.0
COc1cccc(NC(=O)CN(C)C(=O)CCCc2nc3ccccc3c(=O)[nH]2)c1
  -1.2	-1.0	i	-0.9	-4.9	-3.5	1.9	6.8	2.6	5.2
O=C(NCc1ccco1)c1ccc2c(c1)N(Cc1ccccc1)CCS2
  1.1	0.3	i	1.4	6.0	-1.8	-1.6	0.3	-1.1	1.7
COCC1CCN(C(=O)c2ccc3nc(Cc4cccc(Cl)c4)oc3c2)CC1
  0.0	-1.5	i	0.9	.	-1.4	-5.5	12.2	0.7	2.8
COc1ccc(NC(=O)c2sc3nc(N4CCOCC4)c4c(c3c2N)CC(C(C)C)OC4)c(OC)c1 (configuration not stated)
  -0.1	-0.6	i	-1.2	-11.0	-2.1	-8.1	-13.2	-1.4	-4.1
COc1ccc(C(OCC(O)CNC(C)c2ccccc2)c2ccc(OC)cc2)cc1 (configuration not stated)
  1.7	-1.1	i	0.4	-0.6	-12.7	-3.2	-1.8	-0.7	-0.4
O=C(CN1CCCC1)NC1C2CC3CC(C2)CC1C3 (configuration not stated)
  -2.2	0.5	i	-5.7	-9.0	5.3	-2.7	0.5	-0.3	-4.0
COc1ccccc1OCCNC(=O)CNC(=O)c1ccc(C(C)(C)C)cc1
  0.3	0.0	i	-2.1	5.8	-8.5	-1.5	3.2	-0.6	-2.8
CC(C)N1CCC(=O)NC1=O
  0.1	1.1	i	0.5	-6.7	-0.5	-3.3	-1.1	-0.5	1.9
O=C(CN1CCN(S(=O)(=O)c2ccccc2)CC1)Nc1ccc(Cl)c(Cl)c1
  1.5	1.8	i	3.7	2.0	0.7	-7.7	0.6	-1.0	0.4
O=C(Nc1nc2ccccc2[nH]1)c1ccc([N+](=O)[O-])cc1
  -0.2	0.1	i	1.5	-2.9	-1.1	0.2	-1.3	0.4	-6.7
COCc1cc(=O)[nH]c(SCC(=O)c2ccccc2)n1
  -2.5	-0.1	i	1.5	-3.8	0.5	1.1	-2.8	0.0	-4.3
O=C(O)C1CCCCC1C(=O)NCc1ccc(Cl)c(Cl)c1 (configuration not stated)
  -2.1	-0.1	i	-0.7	-7.0	-5.2	-0.4	1.1	-0.8	-2.0
COc1cccc(CC(=O)OCC(=O)NC2CCCCCC2)c1
  -1.6	0.7	i	-0.5	-8.3	0.3	2.1	-4.0	-0.3	-1.2
COc1ccc(F)cc1-c1cc(C(=O)Nc2ccc(NC(C)=O)cc2)[nH]n1
  -0.1	-0.9	i	-2.9	.	-5.0	2.0	5.5	-0.1	0.7
Cn1c(N2CCCC2)nc2c1c(=O)n(Cc1ccc(Cl)cc1)c(=O)n2C
  0.2	0.1	i	0.2	0.3	0.2	0.8	8.4	-1.5	-1.9
O=C(OC(C(=O)NCc1ccco1)c1ccc(Cl)cc1)c1cccs1 (configuration not stated)
  0.8	-0.6	i	1.5	-6.8	-11.4	4.5	-1.4	-0.2	-2.2

Entries of single compounds from above.
`O=C(NCc1ccco1)c1ccc2c(c1)N(Cc1ccccc1)CCS2` in the list: LMPTP block = 1.1; MsrA inhibitor = 0.3; Rpn11 block = i; STEP block = 1.4; Scp-1 inhibitor = 6.0; NadD block = -1.8; DNMT1 inh = -1.6; SUMO1-SIM PPI = 0.3; TbMetRS inhib = -1.1; CSN deneddyl inh = 1.7
`COc1ccc(F)cc1-c1cc(C(=O)Nc2ccc(NC(C)=O)cc2)[nH]n1` in the list: LMPTP block = -0.1; MsrA inhibitor = -0.9; Rpn11 block = i; STEP block = -2.9; Scp-1 inhibitor = .; NadD block = -5.0; DNMT1 inh = 2.0; SUMO1-SIM PPI = 5.5; TbMetRS inhib = -0.1; CSN deneddyl inh = 0.7

(continued)
Each structure is followed by: LMPTP block	MsrA inhibitor	Rpn11 block	STEP block	Scp-1 inhibitor	NadD block	DNMT1 inh	SUMO1-SIM PPI	TbMetRS inhib	CSN deneddyl inh
Cn1cccc1C(=O)NC(=O)CSc1cccc[n+]1[O-]
  0.6	0.2	i	-3.3	0.0	1.9	-5.8	1.3	-0.3	1.4
COc1ccc(-c2c(C#Cc3ccsc3)c3cc(-c4ccc5c(c4)OCO5)ccc3n2C)cc1
  1.2	-0.1	i	-2.0	-11.4	10.6	1.3	-19.0	-0.1	8.9
CC1CCCN(C(=O)c2ccc3nc[nH]c3c2)C1 (configuration not stated)
  -3.5	0.4	i	-1.3	-3.4	-1.4	-0.7	2.7	0.3	1.9
O=C(COc1coc(CN2CCc3ccccc3C2)cc1=O)N1CCOCC1
  0.1	-0.6	i	-1.6	6.0	-1.1	0.0	3.0	-0.4	-0.7
COc1cc(C)ccc1OCCOc1cc(C)ccc1Cl
  1.3	-0.1	i	3.5	-22.2	-6.8	-1.7	-1.1	-1.1	0.5
CCOC(=O)CN1N=C(c2ccc(C)cc2)CCC1=O
  -0.3	-1.5	i	2.7	19.4	-3.4	1.4	-0.9	-1.2	-3.7
COc1cc(C(=O)NNC(=O)Cc2cccs2)cc(OC)c1OC
  -0.2	-0.5	i	-0.1	-2.2	-1.7	1.5	-0.5	0.3	-5.3
CC(=O)Oc1cccc(NC(=O)c2ccc3c(c2)C(=O)N(CC(C)C)C3=O)c1
  1.4	-0.3	i	0.6	-4.0	-1.8	0.0	-26.8	0.5	1.2
CCn1nnnc1SCC(=O)Nc1ccc(N(C)C)cc1
  0.7	-0.7	i	-1.8	0.9	1.4	-0.7	1.2	-0.1	1.6
O=C1CC(c2ccccc2)CC2=C1CN(C1CCCCC1)CN2 (configuration not stated)
  0.2	-0.2	i	0.0	-6.0	8.6	-1.9	-2.7	-0.1	-2.8
CCN(CC)CCN(C(=O)CN1C(=O)CCC1=O)c1nc2cc3c(cc2s1)OCO3
  -1.4	0.8	i	-2.2	-12.6	-0.8	0.7	-0.5	-0.5	-4.2
N#CC1=C(S)N(c2ccc(F)cc2)C(c2ccco2)NC1=O (configuration not stated)
  0.5	1.8	i	1.9	-0.7	6.3	-0.1	5.9	0.0	-1.4
O=C(NC1CC1)c1ccc(CSCc2ccc(Cl)cc2)o1
  -0.5	-0.5	i	-0.2	.	6.8	-0.6	0.6	-0.2	-1.6
COCC(=O)N/N=C\c1ccccc1OC/C=C/c1ccccc1
  0.7	0.5	i	-1.1	-5.0	-9.4	2.8	-5.1	-0.3	-2.0
COc1ccccc1OCC(=O)N/N=C/c1cccc2cccnc12
  -0.6	2.8	i	8.0	-4.8	-3.2	-1.1	-22.5	-0.3	-2.3
CCOC(=O)C1CCCN(S(=O)(=O)c2c(C)noc2C)C1 (configuration not stated)
  0.1	-0.9	i	2.0	0.1	-1.2	0.9	1.4	-0.1	-3.8
COc1ccccc1NC(=S)NCc1ccc2c(c1)cc(C)n2C
  5.3	-1.4	i	3.0	0.6	24.5	38.1	-8.8	-0.2	0.1
CCOC(=O)c1cnc2c(cnn2C)c1Oc1ccc(OC)cc1
  0.4	-0.3	i	-1.8	-2.1	-3.7	0.2	1.8	-0.8	-2.5
COCC1CCN(C(=O)C2CCC(=O)N(C3CCCCCC3)C2)CC1 (configuration not stated)
  -0.9	-0.6	i	-1.6	-3.1	-0.3	-0.1	0.8	-0.5	1.9
CCOc1ccc(S(=O)(=O)N2CCC(C(=O)N3CCN(Cc4ccccc4)CC3)CC2)cc1
  0.6	0.1	i	-1.8	3.8	4.3	4.5	5.3	0.0	3.7
CN1C2=CC=CC=CC2=[N+](C)C12C=CC(=[N+]([O-])[O-])C=C2[N+](=O)[O-] (configuration not stated)
  14.2	3.5	i	5.4	-0.3	2.2	-8.9	-32.1	-1.5	10.4
COc1ccc(CNC(=O)C2CCCN2S(=O)(=O)c2ccccc2)cc1 (configuration not stated)
  -0.3	-0.2	i	-0.4	-8.0	6.9	-2.3	3.0	-0.7	3.2
